# Compound activity deposited in PubChem BioAssay by National Center for Advancing Translational Sciences (NCATS).
# ERG-DNA inh – inhibitors of human ERG Ets domain-DNA interaction; Potency, µM (series often up to 76.9 µM), for the others: at the top dose FP activity, negative = inhibition, hits mostly inhibitors; fluorescence polarization, His-ERG Ets domain / labelled DNA; AID 624246; 0.028% of 370,000 active; active = well fitted inhibition curve with a large enough effect in the polarisation, with a control signal flat; inconclusive = small, poorly fitted or top-dose-only effect, or effect the other way, or a change in a side signal; inactive = no such curve, though single readings can be large or run the other way; the % refers to the polarisation;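 also: polarization taken with two DNA probes labelled with fluorescein and Texas red; potency is read from the fitted curve at half-maximal effect; % of control where 0% means no effect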
#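 His-tagged ERG Ets domain (1 uM in the protein solution; 300mM KCl, 50mM Tris-HCl, 1mM EDTA, 1mM DTT, pH 7.5) received compound, then a probe mix of 5 nM fluorescein-DNA and 100nM Texas-615-DNA. Fluorescence polarization was read for both dyes.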
# HP1b binding inh – inhibitors of HP1-beta chromodomain binding to methylated histone tails. P83916. AlphaScreen HP1-beta / biotin-H3K9me3 peptide binding. Potency, µM (titrated, usually from 114 µM), for the others: top-dose activity change, negative = inhibition, most hits filed as inhibitors. 0.56% of 390,000 active; also: potency is read from the fitted curve at half-maximal effect; nearly all actives have a fitted effect of over 70% in size; inactives centre near 23
#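 Compound inhibition of the preformed complex between 50 nM HP1-beta and 50 nM biotinylated H3K9me3 peptide was read by AlphaScreen. Buffer was PBS pH 7.4 with 0.01% Tween-20. Incubations ran 30 min at room temperature, with 10 ug/mL donor/acceptor beads.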
# PI4K2A block – inhibitors of human PI4K2A. purified PI4K2A, ADP-Glo luminescence, 1 h; active compounds read low. Q9BTU6. AID 1346378. activity change, negative = inhibition, % at 76.9 µM. 0.13% of 420,000 active; in the data active = activity change below about -50%; inconclusive = mostly about -30% to -49%;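 also: -100% = wells without enzyme as full effect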
#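 ADP-Glo luminescence measured ADP generated by PI4K2A enzyme (4 ug/mL before mixing) with 1.2 mM PI substrate (pre-mix) and 300 microM ATP (pre-mix). Tris pH7.5 buffer with MgCl2, Triton X-100; 1 h reaction at ambient temperature.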
# Pin1 inh – inhibitors of human Pin1. Pin1 FP peptide displacement, HiFluor488, 10 min. Potency, µM (highest dose often 115 µM), inactives show at the highest dose activity, negative = inhibition, most hits filed as inhibitors. 0.009% of 390,000 active. AID 504891; active = well fitted inhibition curve with a large enough effect in the polarisation, with a control signal flat, not every such curve was filed as active; inconclusive = small, poorly fitted or top-dose-only effect, or effect the other way, or a change in a side signal; inactive = no such curve, though single readings can be large or run the other way; the % refers to the polarisation; also: potency is read from the fitted curve at half-maximal effect; % is scaled to controls: 0 for no effect and ±100 for the full control effect
# BAZ2B inh – inhibitors of human BAZ2B bromodomain; AID 504333; AlphaScreen BAZ2B-H3K14Ac peptide displacement; Q9UIF8; Potency, µM (doses to about 114 µM), inactives show at the highest dose activity change, negative = inhibition, most hits filed as inhibitors; 4.4% of 360,000 active; also: potency is read from the fitted curve at half-maximal effect; % is scaled to controls: 0 for no effect and ±100 for the full control effect; nearly all actives have a fitted effect of over 60% in size
#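 Compounds, titrated to a top concentration of 110 uM, were incubated 30 min at room temperature with preformed BAZ2B/acetyl-K14 H3 peptide complex (50 nM each). Proximity signal was measured by AlphaScreen after 20 min with beads.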
# GLS inh – inhibitors of human glutaminase (GLS); O94925; GLS enzymatic activity, qHTS titration; Potency, µM (doses to about 45.5 µM), for inactives: at the highest dose activity change, negative = inhibition, actives largely listed as inhibitors; 0.21% of 410,000 active; AID 624170; also: potency is read from the fitted curve at half-maximal effect; % is scaled to controls: 0 for no effect and ±100 for the full control effect
# Target sequence (O94925 whole entry, looked up): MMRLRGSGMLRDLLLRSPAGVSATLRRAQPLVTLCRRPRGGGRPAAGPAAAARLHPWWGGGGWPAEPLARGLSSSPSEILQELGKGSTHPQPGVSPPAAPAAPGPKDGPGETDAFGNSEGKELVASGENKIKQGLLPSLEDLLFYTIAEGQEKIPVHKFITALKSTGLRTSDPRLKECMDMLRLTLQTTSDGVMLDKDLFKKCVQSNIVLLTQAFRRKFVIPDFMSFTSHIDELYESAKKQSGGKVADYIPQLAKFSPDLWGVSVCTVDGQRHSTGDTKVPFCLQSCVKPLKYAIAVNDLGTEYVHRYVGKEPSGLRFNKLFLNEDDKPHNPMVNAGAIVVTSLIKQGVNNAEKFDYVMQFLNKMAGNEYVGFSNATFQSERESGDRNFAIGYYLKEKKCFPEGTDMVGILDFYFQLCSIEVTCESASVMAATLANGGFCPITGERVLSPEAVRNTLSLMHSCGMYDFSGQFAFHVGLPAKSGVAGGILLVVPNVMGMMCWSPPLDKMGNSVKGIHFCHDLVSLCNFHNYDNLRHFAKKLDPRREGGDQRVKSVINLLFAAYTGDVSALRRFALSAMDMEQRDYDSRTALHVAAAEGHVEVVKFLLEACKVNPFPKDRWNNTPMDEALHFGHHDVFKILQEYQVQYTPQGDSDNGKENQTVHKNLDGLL
#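 Compounds were pin-transferred onto hKGA, after which L-glutamine (1 mM solution) and a detection mix of glutamate oxidase, HRP and Amplex Red were added. Initial and 30 min RT fluorescence reads were collected.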
# JMJD2A Tudor – JMJD2A Tudor domain (human) inhibition. O75164. AlphaScreen JMJD2A-Tudor / H3K4me3 peptide binding. Potency, µM (doses to about 114 µM), without a hit: top-dose activity change, negative = inhibition, usual class: inhibitors. 4.4% of 390,000 active; also: potency is read from the fitted curve at half-maximal effect; % is scaled to controls: 0 for no effect and ±100 for the full control effect; nearly all actives have a fitted effect of over 50% in size
# Tb PGK inh – blocks T. brucei phosphoglycerate kinase. P07378. PGK/GAPDH coupled, Kinase-Glo luminescence, 60 min. Potency, µM (titrated, usually from 57.5 µM), for inactives: at the top dose activity change, negative = inhibition, usual class: inhibitors. 0.043% of 380,000 active. AID 602233; also: potency is read from the fitted curve at half-maximal effect; % is scaled to controls: 0 for no effect and ±100 for the full control effect; nearly all actives have a fitted effect of over 60% in size
#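 Recombinant glycosomal PGK reaction used 1,3-bisphosphoglycerate generated in-well by GAPDH (100nM final) in 100mM TEA pH 7.6, 5mM MgCl2, 0.01% Tween-20. After 60 minutes at room temperature, ATP was read by Kinase-Glo Plus luminescence end-point.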
# G9a inh – G9a (human) methyltransferase inhibition | G9a H3K9 monomethylation, AlphaScreen, 2 h | Potency, µM (titrated, usually from 102 µM), for inactives: top-dose activity, negative = inhibition, usual class: inhibitors | 8.8% of 350,000 active; also: potency is read from the fitted curve at half-maximal effect; % is scaled to controls: 0 for no effect and ±100 for the full control effect; nearly all actives have a fitted effect of over 75% in size
# Target sequence (Q96KQ7 913-1193 limits assumed): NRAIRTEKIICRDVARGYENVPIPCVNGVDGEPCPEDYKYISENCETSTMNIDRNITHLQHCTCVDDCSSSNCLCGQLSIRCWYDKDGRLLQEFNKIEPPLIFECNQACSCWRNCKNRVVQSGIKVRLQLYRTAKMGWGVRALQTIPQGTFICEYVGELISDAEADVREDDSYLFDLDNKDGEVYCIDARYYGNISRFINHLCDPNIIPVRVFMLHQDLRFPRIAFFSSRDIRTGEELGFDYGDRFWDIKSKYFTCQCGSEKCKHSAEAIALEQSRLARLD
#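 Quantitative HTS format: methyltransferase activity on a biotin-tagged H3K9 peptide is measured by AlphaScreen, using a rabbit anti-monomethyl-H3K9 antibody with streptavidin donor and anti-IgG acceptor beads. Final levels are 20 nM enzyme, 500 nM peptide, 20 uM SAM; 2 h RT.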
# * hit, by the source's call; i = inactive; ? = inconclusive; nt = no result given; & = joins results of further samples; [ ] = another dose, or the depositor's remark. Unless noted, calls follow the shape of the dose curve; as a rule, active = well fitted curve in the direction sought with a large enough effect; inconclusive = small, poorly fitted or top-dose-only effect, or another doubt; inactive = no such curve, though single readings can be large; an effect the other way counts as inactive or inconclusive. Not a hit list. Share with any hit: about 11%.
No.	Molecule	ERG-DNA inh	HP1b binding inh	PI4K2A block	Pin1 inh	BAZ2B inh	GLS inh	JMJD2A Tudor	Tb PGK inh	G9a inh
1	COCCn1ccc2c(OCC(=O)NCCc3ccccc3)cccc2c1=O	-3.8%	16.1%	-2.4	-8.0%	-1.1%	0.5%	-21.3%	i	0.2%
2	COC(=O)N/N=C/c1ccccc1OCCOc1ccc(OC)cc1	-7.3%	14.2%	14.7	-1.7%	-7.6%	1.5%	-24.8%	i	59.6%[activator][12.7 µM]
3	Cc1c(CNC(=O)c2nn3c(c2Cl)NC(c2ccccc2)CC3C(F)(F)F)cnn1C (stereo not drawn)	-2.7%	15.7%	3.0	-1.2%	2.7%	0.0%	-20.1%	-7.2%	26.1%[59 µM]
4	C=CCn1c(SCc2c(C)noc2C)nc2sc3c(c2c1=O)CCCCC3	4.4%	47.8%[activator]	-2.7	1.4%	-1.5%	3.8%	-19.8%	4.8%	5.7%[59 µM]
5	O=C(c1ccc(S(=O)(=O)N2CCOCC2)cc1)N1CCN(c2ccccn2)CC1	3.9%	25.5%	4.5	-1.7%	2.3%	-0.4%	-21.0%	-5.5%	2.8%
6	C=CCN(c1ccc(C(=O)Nc2cccc(C)c2)cc1)S(C)(=O)=O	-3.4%	-10.9%	-0.9	-3.8%	-2.5%	0.1%	-14.6%	-9.5%	-8.4%
7	CN(CC(=O)Nc1ccc(F)c(F)c1F)C(=O)C1CC(=O)N(c2ccc3c(c2)OCCO3)C1 (stereo not drawn)	-1.2%	17.3%	-4.0	1.7%	9.1%	4.1%	-5.5%	5.1%	3.5%
8	COc1ccc(C(=O)c2oc3ccccc3c2NC(=O)COc2c(C)cc(C)cc2C)cc1	-16.0%	95.8%[activator]	-16.0	-9.5%	15.5%	1.3%	26.8%	-7.0%	23.2%[59 µM]
9	O=C(CN(C(=O)CCC(=O)Nc1ccccn1)c1ccc(F)cc1)NCCc1ccccc1	-6.6%	19.3%	2.6	-6.6%	-0.6%	-3.5%	-4.2%	-9.1%	0.9%[59 µM]
10	COCCN(C(=O)c1cc(-c2ccncc2)nc2ccccc12)c1c(N)n(CC(C)C)c(=O)[nH]c1=O	3.5%	9.6%	-2.8	10.5%	8.9%	0.1%	-6.9%	-0.9%	-22.5%
11	COc1ccc(/C=C/C(=O)NCCc2ccc(OC)c(OC)c2)cc1	11.3%	5.5%	1.2	1.9%	9.9%	0.3%	-7.7%	-8.1%	13.3%[59 µM]
12	O=C(NCC(=O)N(CC1CCCO1)C(C(=O)NC1CCCCC1)c1ccc(F)cc1)c1ccco1 (stereo not drawn)	10.0%	23.0%	-1.5	2.0%	11.0%	6.2%	-26.4%	-0.7%	-7.0%[59 µM]
13	COCCn1nnnc1CN1CCN2CCCC2C1 (stereo not drawn)	-11.6%	35.9%	-3.4	-2.9%	?	-4.3%	-11.0%	nt	?
14	CS(=O)(=O)N1CCN(c2ccc(NC(=S)NC(=O)c3cccs3)cc2)CC1	-1.8%	20.5%	4.9	10.1%	5.1%	-13.5%	-15.6%	-7.5%	nt
15	CC1(C)C2CCC1(CS(=O)(=O)N1CCN(c3ccccc3F)CC1)C(=O)C2 (stereo not drawn)	-2.3%	27.9%	-2.2	-1.4%	-17.5%	-4.0%	-2.8%	-6.8%	7.6%
16	COc1cc(/C=N/Nc2nc(N3CCCC3)nc(N3CCCC3)n2)ccc1O	3.8%	6.1%	-5.0	-13.5%	-22.1%	44.4%[activator]	-24.1%	-9.9%	?
17	Cn1c2c(c(=O)[nH]c1=O)C(NC(=O)c1ccco1)(C(F)(F)F)C(=O)N2 (stereo not drawn)	-1.3%	58.3%	3.1	-11.7%	5.6%	-2.8%	2.5%	i	21.1%[59 µM]
18	Cc1ccc(CNC(=O)c2ccc(CSCc3c(F)cccc3Cl)o2)cc1	-4.2%	42.2%	-0.5	8.3%	-4.2%	-3.8%	-1.8%	i	-1.7%[59 µM]
19	COc1ccccc1C(CNC(=O)c1cccc(NS(=O)(=O)c2ccc(C)c(F)c2)c1)N1CCCC1 (stereo not drawn)	-3.5%	18.0%	2.6	6.5%	?	1.1%	-22.1%	1.9%	-43.5%
20	CC(O)Cn1nc([N+](=O)[O-])nc1N (stereo not drawn)	1.0%	38.3%	1.2	0.9%	-4.4%	-3.0%	-23.2%	8.6%	-4.4%
21	CSc1ccc(/C=C/c2nc3ccccc3n2S(=O)(=O)c2cccc(Cl)c2)cc1	8.6%	15.1%	?	?	nt	-27.5%	-31.0%	?	-15.9%[59 µM]
22	COc1ccc(OCC(=O)Nc2nc3c(s2)CCCC3)cc1	-8.4%	-3.7%	-1.6	-0.3%	?	-0.8%	?	-0.4%	50.1µM*
23	COc1ccc(C2=NOC(C(=O)NCc3ccco3)C2)cc1 (stereo not drawn)	2.3%	14.9%	-3.4	6.1%	-21.7%	-3.8%	-17.6%	-3.4%	-42.1%[59 µM]
24	Cc1ccc(S(=O)(=O)CCC(=O)N2CCN(c3nc4c(C)c(Cl)ccc4s3)CC2)cc1	16.6%	11.6%	-1.1	-0.9%	-11.8%	1.6%	-11.7%	3.1%	7.4%[59 µM]
25	CC(C)CNC(=O)CC1Nc2ccccc2NC1=O (stereo not drawn)	2.5%	14.8%	2.0	-5.5%	-23.5%	-23.4%	-14.3%	-5.3%	?
26	Cc1ccc(S(=O)(=O)N(C)C[C@@H]2Oc3ccc(NS(=O)(=O)c4ccccc4)cc3CC(=O)N([C@@H](C)CO)C[C@H]2C)cc1	-5.8%	8.5%	-1.8	-2.3%	nt	-11.8%	-32.6%	-0.4%	nt
27	CCN(CC)CCn1c(NS(=O)(=O)c2ccc(C)cc2)nc2ccccc21	6.7%	11.4%	3.6	-1.1%	-17.9%	12.7%	-10.5%	-7.6%	-5.1%[12.7 µM]
28	CC(=O)O[C@H]1C(=O)[C@@]2(C)[C@H]([C@H](OC(=O)c3ccccc3)[C@]3(O)C[C@H](OC(=O)[C@H](O)[C@@H](NC(=O)c4ccccc4)c4ccccc4)C(C)=C1C3(C)C)[C@]1(OC(C)=O)CO[C@@H]1C[C@@H]2O	-5.3%	26.2%	1.1	-4.8%	10.2%	2.9%&-19.0%	-10.1%	3.5%	6.6%[12.7 µM]
29	COc1ccc(OC)c(CCNC(=O)c2nn(C)c3c2CSc2ccccc2-3)c1	2.2%	13.4%	-0.4	-13.0%	1.1%	0.1%	-6.0%	6.9%	-33.4%[59 µM]

# Ordered by number of heavy atoms (smallest number first): part of the list above.
No.	Molecule	ERG-DNA inh	HP1b binding inh	PI4K2A block	Pin1 inh	BAZ2B inh	GLS inh	JMJD2A Tudor	Tb PGK inh	G9a inh
23	COc1ccc(C2=NOC(C(=O)NCc3ccco3)C2)cc1 (stereo not drawn)	2.3%	14.9%	-3.4	6.1%	-21.7%	-3.8%	-17.6%	-3.4%	-42.1%[59 µM]
2	COC(=O)N/N=C/c1ccccc1OCCOc1ccc(OC)cc1	-7.3%	14.2%	14.7	-1.7%	-7.6%	1.5%	-24.8%	i	59.6%[activator][12.7 µM]
14	CS(=O)(=O)N1CCN(c2ccc(NC(=S)NC(=O)c3cccs3)cc2)CC1	-1.8%	20.5%	4.9	10.1%	5.1%	-13.5%	-15.6%	-7.5%	nt
1	COCCn1ccc2c(OCC(=O)NCCc3ccccc3)cccc2c1=O	-3.8%	16.1%	-2.4	-8.0%	-1.1%	0.5%	-21.3%	i	0.2%
5	O=C(c1ccc(S(=O)(=O)N2CCOCC2)cc1)N1CCN(c2ccccn2)CC1	3.9%	25.5%	4.5	-1.7%	2.3%	-0.4%	-21.0%	-5.5%	2.8%
24	Cc1ccc(S(=O)(=O)CCC(=O)N2CCN(c3nc4c(C)c(Cl)ccc4s3)CC2)cc1	16.6%	11.6%	-1.1	-0.9%	-11.8%	1.6%	-11.7%	3.1%	7.4%[59 µM]
8	COc1ccc(C(=O)c2oc3ccccc3c2NC(=O)COc2c(C)cc(C)cc2C)cc1	-16.0%	95.8%[activator]	-16.0	-9.5%	15.5%	1.3%	26.8%	-7.0%	23.2%[59 µM]
28	CC(=O)O[C@H]1C(=O)[C@@]2(C)[C@H]([C@H](OC(=O)c3ccccc3)[C@]3(O)C[C@H](OC(=O)[C@H](O)[C@@H](NC(=O)c4ccccc4)c4ccccc4)C(C)=C1C3(C)C)[C@]1(OC(C)=O)CO[C@@H]1C[C@@H]2O	-5.3%	26.2%	1.1	-4.8%	10.2%	2.9%&-19.0%	-10.1%	3.5%	6.6%[12.7 µM]
